From PubChem
M. tuberculosis GlmU: inhibition of mycobacterial GlmU enzyme – biochemical, glucosamine-1-phosphate acetyltransferase (AID 1376); inhibition, %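 (tested at 30 µM in the primary screen)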, or IC50 in µM where a hit was titrated; M. tuberculosis GlmU acetyltransferase enzyme assay; higher % means a stronger effect; actives 0.25% (n = 220,000); in the data active means inhibition above about 13%;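 further: 0% = complete reaction with vehicle and 100% = reaction without substrate; strong numbers were not always called active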
RmlCD inh 1536: blocks M. tuberculosis RmlC and RmlD coupled enzymes. P9WH09+P9WH11. RmlC+RmlD coupled enzyme assay, percent inhibition; primary screen in compound mixtures. inhibition, % at 3.6 µM. actives 0.03% (n = 160,000). AID 1533; in the data active means inhibition mostly above about 34%, no sharp cut-off; further: some results filed as inactive read as strong as hits
Target sequence (P9WH09 whole entry, looked up): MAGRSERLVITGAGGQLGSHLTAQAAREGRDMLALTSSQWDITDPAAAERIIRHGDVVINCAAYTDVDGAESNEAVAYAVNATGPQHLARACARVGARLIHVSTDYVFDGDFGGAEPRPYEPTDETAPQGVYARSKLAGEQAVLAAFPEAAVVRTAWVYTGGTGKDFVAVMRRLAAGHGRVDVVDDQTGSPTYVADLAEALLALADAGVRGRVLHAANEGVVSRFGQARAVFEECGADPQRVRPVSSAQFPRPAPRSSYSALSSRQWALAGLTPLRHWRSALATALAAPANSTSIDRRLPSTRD
Target sequence (P9WH11 whole entry, looked up): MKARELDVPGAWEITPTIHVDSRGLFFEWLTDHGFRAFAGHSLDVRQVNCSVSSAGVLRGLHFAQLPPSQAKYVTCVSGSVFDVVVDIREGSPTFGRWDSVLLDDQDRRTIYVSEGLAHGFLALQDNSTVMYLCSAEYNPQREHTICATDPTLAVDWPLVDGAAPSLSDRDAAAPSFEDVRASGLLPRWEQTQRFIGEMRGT
* = called active by the depositor; / = not tested or not shown.

Values run as follows: M. tuberculosis GlmU | RmlCD inh 1536
- CCOC(=O)C(C(=O)Nc1cccc(C)n1)C1CCCCC1 (centres undefined)
    8.8% | /
- CC(C)CC(NC(=O)C(Cc1ccc(OCc2ccccc2)cc1)NC(=O)OC(C)(C)C)C(N)=O (centres undefined)
    -1.3% | 7
- CN(C)c1ccc(/C=N/NC(=O)c2ccc(Cl)cc2)cc1
    -1.4% | -3
- c1ccc(CSc2nnc(Cc3ccccc3)o2)cc1
    -5.7% | /
- CC1(C)CC(=O)C=C(Nc2ccccn2)C1
    -0.3% | 9
- Cc1cc(CN(C)C(=O)CC2C(=O)NCCN2Cc2c(F)cccc2Cl)n[nH]1 (centres undefined)
    1.2% | -12
- O=C(Nc1ccccc1)c1cccc(S(=O)(=O)Nc2ccccn2)c1
    5.4% | -3
- CN(C)c1ccc(CNc2ncc(Br)cc2Br)cc1
    -2.8% | -5
- O=C(CCC1CCCC1)N1CCN(C(=O)COc2ccccc2)CC1
    4.5% | 9
- COc1ccc(-c2ccc(C#N)c(SCC(=O)NC3CC3)n2)cc1OC
    1.3% | -2
- CCOC(=O)C(=O)N1CCN(c2ccccc2OC)CC1
    3.6% | -1
- c1ccc(-c2ccc3ccccc3n2)cc1
    2.3% | /
- COc1ccc(OCC(=O)N/N=C(\C)c2ccc(-n3ccnc3)cc2)cc1
    2.5% | -5
- NC(=O)SCC(=O)Nc1ccc(Cl)cc1
    -0.7% | -5
- Oc1c(Br)cc(Br)cc1C=Nc1ccc2c(c1)OCCO2
    -4.5% | /
- CC1(C)Cc2ccccc2-c2nnc(SCC(=O)Nc3nc4ccccc4s3)n21
    0.9% | -5
- Cc1nc2sc3c(c2c(=O)[nH]1)CCCCC3
    2.4% | 4
- O=C(CN1C(=O)CCC1=O)Nc1nc(-c2ccccn2)cs1
    -1.7% | 3
- O=C(CCn1c(=O)[nH]c2ccccc2c1=O)NCCSCc1ccccc1
    -1.0% | 22
- S=C1NC[C@H](CC2CCCCC2)N1CC1CCCCC1
    0.5% | /
- O=C(C/C(=N/O)c1ccccc1O)C(F)F
    -3.4% | /
- CC1CCN(c2c(NCC3CCC(C(=O)NC4CCCCCC4)CC3)c(=O)c2=O)CC1 (centres undefined)
    -8.5% | 9
- COCC(=O)N(C)c1nnc(-c2cnc(C)cn2)s1
    1.4% | 0
- COc1ccc(C(=O)c2sc3nc(-c4ccccc4)ccc3c2N)cc1
    3.3% | -10
- CC(=O)Nc1ccc(S(=O)(=O)Nc2nc3ccccc3nc2Nc2ccccc2)cc1
    3.9% | /
- C/C(=N\Nc1ccc([N+](=O)[O-])cc1[N+](=O)[O-])C(C)(C)C(C(=O)O)C(=O)O
    -6.1% | 0
- Cc1cccc(C(=O)NC(=S)NNC(=O)c2ccc(Cl)cc2)c1
    6.1% | 0
- COc1ccccc1NS(=O)(=O)c1cc(NC(=O)c2cccs2)ccc1N1CCOCC1
    3.3% | 1
- CCCOc1ccc(C(=O)ON=C2CCN(C)CC2)cc1
    -5.4% | -18
- COc1cc(NC(=S)N(C)CCC#N)c(OC)cc1Cl
    / | 8
- O/N=C/c1ccc2cccc(O)c2n1
    0.7% | -5
- COc1cc(Br)cc(CN2CCN(C=O)CC2)c1O
    -0.5% | -8
- O=C(NCN1CCCCC1)c1cnccn1
    -1.8% | -4
- CCCc1nc2c([nH]1)C(c1cccnc1)C(C#N)=C(N)O2 (centres undefined)
    0.1% | /
- Cc1ccc2c(c1)C(=O)C(=O)N2CC(=O)Nc1ccc(N2CCOCC2)cc1
    8.2% | -5
- COc1ccccc1N1CCN(C(=O)c2c(-c3ccccc3)noc2C)CC1
    7.0% | /
- Oc1ccc(-c2cn3c(n2)SCC3)cc1
    4.3% | 7
- OCCCN=c1cc(-c2ccccc2)oc2ccc(Cl)cc12
    -1.6% | -5
- Cc1cc(C(=O)COC(=O)c2ccncc2)c(C)n1CCc1ccc(F)cc1
    6.7% | 0
- O=C(CSc1ncccn1)NC(=O)NCc1ccccc1
    -2.5% | -3

3 entries from above, ordered by length of the SMILES, low to high:
Values run as follows: M. tuberculosis GlmU | RmlCD inh 1536
- O=C(NCN1CCCCC1)c1cnccn1
    -1.8% | -4
- CCCOc1ccc(C(=O)ON=C2CCN(C)CC2)cc1
    -5.4% | -18
- Cc1cccc(C(=O)NC(=S)NNC(=O)c2ccc(Cl)cc2)c1
    6.1% | 0

Next part:
Values run as follows: M. tuberculosis GlmU | RmlCD inh 1536
- Nc1nc(N)c2ncc(C(=O)CCc3ccccc3)nc2n1
    6.2% | 8
- COc1ccc(S(=O)(=O)NCCc2ccccc2)cc1
    -0.4% | /
- CN1CCN(C(=S)c2ccc(N(C)C)cc2)CC1
    -0.2% | /
- O=C1CC(Nc2ccc3ccccc3c2)C(=O)N1Cc1ccccc1 (centres undefined)
    2.7% | -1
- CCC(Oc1ccccc1)C(=O)Nc1nnc(C)s1 (centres undefined)
    -1.3% | 17
- Cc1ccc(C(=O)NC2CC3CCCC(C2)N3C(=S)NCc2ccco2)cc1 (centres undefined)
    0.3% | -12
- CCOC(=O)N1CCN(C(=O)c2ccc(Cn3c(=S)[nH]c4cc(OCC)c(OCC)cc4c3=O)cc2)CC1
    -3.0% | -9
- CC(C)(C)c1cc(=O)n2c(C#N)c(C#N)nc2[nH]1
    3.7% | 12
- CCCn1c(=O)[nH]c(=O)c2c1nc(-c1ccc(OC)c(Br)c1)n2CCOC
    6.9% | -11
- CC1(C)Cc2nc3sc4c(N(CCO)CCO)ncnc4c3cc2CO1
    -1.8% | 8
- COc1ccc(N2CCN(C(=O)C3=NNC(=O)CC3)CC2)cc1
    -2.4% | -12
- COc1ccc(OCC(=O)N/N=C(\C)CC(=O)Nc2cccc([N+](=O)[O-])c2)cc1
    -0.3% | -13
- CCn1ccnc1CN(C)Cc1cn(-c2cccc(C)c2)nc1-c1cccc(F)c1
    2.0% | -6
- O=[N+]([O-])c1ccc(N=NNc2ccccc2)cc1
    -6.3% | -8
- CCOc1cc(C)c(Cl)cc1S(=O)(=O)NCCOC
    -3.5% | 3
- CC(NC(=O)Nc1ccccc1)C(c1ccccc1)N1CCOCC1 (centres undefined)
    2.8% | 2
- O=C(c1ccccc1[N+](=O)[O-])N1CCCN(C(=O)c2ccccc2[N+](=O)[O-])CC1
    4.4% | /
- N#Cc1c(NC(=O)CCn2cnc3ccccc3c2=O)oc(-c2ccccc2)c1-c1ccccc1
    1.4% | 5
- CCOc1ccc(C(=O)NC2CCN(C(=S)NCc3ccco3)CC2)cc1
    -1.4% | -3
- Cc1cccc(OCCN2C(=O)C(=O)c3cccc(C)c32)c1
    1.4% | -2
- O=C(NNc1ncnc2ccccc12)c1cccc(Cl)c1
    0.4% | -15
- O=C(NCCN1CCCOC1=O)C(=O)NCCN1CCCOC1=O
    4.2% | -7
- Cc1c(Cl)c([N+](=O)[O-])nn1CC(=O)N1CCCC1
    -2.6% | -8
- CC1(C)Cc2c(c(N3CCOCC3)nc3sc4c(NCc5ccco5)nnnc4c23)CS1
    1.5% | /
- CSc1ccccc1NC(=O)c1ccccc1
    -4.3% | 19
- O=C(NC(=S)Nc1ccc(S(=O)(=O)Nc2nccs2)cc1)c1ccc(F)c(F)c1
    -4.8% | -6
- Cn1c(SCc2cc(=O)[nH]c3ccccc23)nnc1-c1ccco1
    -2.3% | 10
- O=C(Nc1ccncc1)c1ccc(-c2ccccc2)cc1
    -0.8% | 6
- Cc1cccc(COCC(Cc2ccccc2)N2CCN(C(=O)c3ccc(C(F)(F)F)cc3)CCC2=O)c1 (centres undefined)
    -0.8% | /
- [O-][n+]1c2c(nn1-c1ccc(Cl)c(Cl)c1)-c1nonc1CC2
    -1.7% | 4
- O=C(COC(=O)c1cccc(NS(=O)(=O)/C=C/c2ccccc2)c1)Nc1ccccc1OC(F)F
    -3.8% | -12
- Cc1nn(C)c(=O)n1-c1ccc(Oc2ccccc2)cc1
    -4.5% | /
- CCOC(=O)c1cc(-c2ccccc2)sc1NC(=O)C(C)N1C(=O)NC(C)(c2ccc(Cl)cc2)C1=O (centres undefined)
    -8.5% | -6
- COc1ccc(-c2cc(C(=O)N3CCN(c4ncccn4)CC3)c3ccccc3n2)c(OC)c1
    -4.6% | 12
- CCCCN(CC)C(=O)c1ccc(Cl)cc1
    2.0% | 4
- COCCCNc1ncnc2ccc(C)cc12
    2.1% | /
- COn1c(SCc2ccc(Cl)cc2)nc2ccccc2c1=O
    0.7% | /
- CCOC(=O)c1cnc2cc(C)nn2c1-c1ccccc1
    -0.8% | 43
- CCCCn1c(O)c(C(C)=NCc2cccnc2)c(=O)[nH]c1=O
    7.4% | 8
- CC1CCCC(C)N1S(=O)(=O)c1ccc(S(=O)(=O)NCc2ccccc2)cc1 (centres undefined)
    2.7% | /
- Cc1ccc(NC(=O)CN2C(=O)NC3(CCc4ccccc43)C2=O)cc1 (centres undefined)
    37% | 5
- COc1ccccc1NC(=O)N1C2CCCC1CC(NC(=O)c1ccccc1)C2 (centres undefined)
    -0.3% | -9
- CC(C)N(CCc1ccncc1)C(=O)Nc1ccc(F)cc1
    0.7% | 12
- Cn1c(=O)[nH]c(=O)c2c1nc(Br)n2C/C=N/NC(=O)c1ccccc1
    2.7% | -14
- CCCS(=O)(=O)N1CCCC(C(=O)NCc2ccc(C)cc2)C1 (centres undefined)
    -0.7% | 5
- COc1cccc(NC(=O)CSc2nnnn2C(C)C)c1
    / | 11
- Cc1nc(-c2ccc(Cl)cc2)sc1C1(C)CC(c2ccc([N+](=O)[O-])cc2)=NO1 (centres undefined)
    -4.1% | /
- CC1CN(Cc2nnc(-c3ccccc3)o2)CC(C)O1 (centres undefined)
    8.0% | /
- O=C(Nc1nc(-c2cccnc2)cs1)c1ccc([N+](=O)[O-])cc1
    / | 39
- COCCn1c(N)c(C#N)c2nc3ccccc3nc21
    3.8% | -10
- CN1CCN(CC(O)COCCOc2ccc(Br)cc2)CC1 (centres undefined)
    -2.8% | -6
- CC(C)(C)NCCCCOc1ccc(F)cc1
    -1.8% | /
- NC(=NCc1ccc2c(c1)OCO2)NC(=O)c1ccccc1
    -4.1% | -5
- CCC(=O)NCc1cc(-c2nn(C)c(=O)c3ccccc23)ccc1C
    4.5% | /
- CCC(CC)NCc1ccc2c(c1)c1ccccc1n2CC
    -6.6% | 25
- CCCOc1ccc(C2NC(=O)NC(c3ccccc3)=C2C(C)=O)cc1OCC (centres undefined)
    7.2% | 12
- Cc1cc(OC(=O)N2CCOCC2)cc(C)c1Cl
    0.7% | 4
- Cc1nn(-c2ncc(C(F)(F)F)cc2Cl)c(=O)n1-c1cccc(Cl)c1
    / | 6
- CC(C)(C)CC(=O)NC(=S)Nc1ccccc1C(F)(F)F
    2.0% | 23
- Cc1cc(N2CCN(Cc3nc(-c4ccc(F)cc4)oc3C)CC2)cc(C)n1
    -0.1% | -6

Rewritten with bars between the fields: entries from further up
Compound | M. tuberculosis GlmU | RmlCD inh 1536
[O-][n+]1c2c(nn1-c1ccc(Cl)c(Cl)c1)-c1nonc1CC2 | -1.7% | 4
O=C(COC(=O)c1cccc(NS(=O)(=O)/C=C/c2ccccc2)c1)Nc1ccccc1OC(F)F | -3.8% | -12
Cc1nn(C)c(=O)n1-c1ccc(Oc2ccccc2)cc1 | -4.5% | /
CCOC(=O)c1cc(-c2ccccc2)sc1NC(=O)C(C)N1C(=O)NC(C)(c2ccc(Cl)cc2)C1=O (centres undefined) | -8.5% | -6

(next part)
Values run as follows: M. tuberculosis GlmU | RmlCD inh 1536
- O=C(NC1CCCCC1)C(c1ccccc1)N(C(=O)c1cccs1)c1ccc2c(c1)OCO2 (centres undefined)
    -2.7% | 9
- CCN(CC)CCCN1C(=O)C(=O)/C(=C(/O)c2ccc(Cl)cc2)C1c1ccccn1 (centres undefined)
    0.3% | /
- COc1ccc(C2=NN(CN3C(=O)C(=O)c4ccccc43)C(c3cccc([N+](=O)[O-])c3)C2)cc1 (centres undefined)
    1.9% | 9
- C=CCN(C(=O)CSc1nc2[nH]ncc2c(=O)n1-c1ccccc1OC)c1ccccc1
    / | -3
- COc1ccc(NC(=O)Nc2ccccc2SC)c(OC)c1
    -3.9% | -1
- CSc1ccc(CN2C(=O)NC3(CCCCCC3)C2=O)cc1
    0.2% | -8
- Cc1ccc(-c2nnc(-c3ccc4c(c3)OCO4)o2)cc1
    4.1% | 18
- O=C(Cc1ccc(Cl)cc1)Nc1ccc(NC(=O)c2ccccc2)cc1
    1.0% | 28
- CCOc1ccc(S(=O)(=O)NCCC(=O)OCC(=O)N2CC(=O)Nc3ccccc32)cc1
    6.5% | -10
- CCN(CC)c1ccc(/C=C2/C(=O)NC(=O)N(CC3CCCO3)C2=O)cc1 (centres undefined)
    -2.3% | /
- CN(Cc1cc2cc(F)ccc2[nH]1)Cc1nc(-c2cnccn2)no1
    -3.2% | /
- COc1cc(/C=N/Nc2ccccn2)ccc1O
    2.8% | /
- COc1ccc(CNC(=O)C2(CC3CC(c4ccccc4)=NO3)CCN(C(=O)c3cccc(O)c3)CC2)cc1 (centres undefined)
    4.4% | /
- CCC(C)n1c(S(=O)(=O)O)nc2ccccc21 (centres undefined)
    -0.9% | /
- c1ccc(Cn2c(-c3ccco3)nc3nc4ccccc4nc32)cc1
    -0.9% | -15
- CC(C)Oc1ccc(C(=O)/C(=C\c2cccs2)c2nc3ccccc3o2)cc1
    4.1% | /
- Cn1nc(-c2ccccc2)cc1NS(=O)(=O)c1ccc(C#N)cc1
    3.1% | 10
- COc1ccc(N(CC2CO2)S(=O)(=O)c2ccccc2)cc1 (centres undefined)
    3.6% | -8
- Cc1[nH]c2ccccc2c1SCC(=O)Nc1nccs1
    -0.6% | -2
- N#Cc1nc(N)nc(N(c2ccccc2)c2ccccc2)n1
    -5.6% | 9

Some of the compounds tested; rates above refer to the full screens.
